GLP-1R inv ag: qHTS of GLP-1 Receptor Inverse Agonists (Inhibition Mode); HEK293 GLP-1R CRE-luciferase, luminescence, 24 h; GLP-1R form is constitutively active; Potency, µM (top dose mostly 38.3 µM), for the others: at the highest dose activity change, negative = inhibition, actives largely listed as inhibitors; hit rate 1.6% among 410,000; AID 624417, 2012; note: potency is the fitted concentration of half-maximal effect; % is set by controls: 0 for no effect and ±100 for the full control effect; nearly all actives have a fitted effect of over 55% in size
Target sequence (P43220 whole entry, looked up): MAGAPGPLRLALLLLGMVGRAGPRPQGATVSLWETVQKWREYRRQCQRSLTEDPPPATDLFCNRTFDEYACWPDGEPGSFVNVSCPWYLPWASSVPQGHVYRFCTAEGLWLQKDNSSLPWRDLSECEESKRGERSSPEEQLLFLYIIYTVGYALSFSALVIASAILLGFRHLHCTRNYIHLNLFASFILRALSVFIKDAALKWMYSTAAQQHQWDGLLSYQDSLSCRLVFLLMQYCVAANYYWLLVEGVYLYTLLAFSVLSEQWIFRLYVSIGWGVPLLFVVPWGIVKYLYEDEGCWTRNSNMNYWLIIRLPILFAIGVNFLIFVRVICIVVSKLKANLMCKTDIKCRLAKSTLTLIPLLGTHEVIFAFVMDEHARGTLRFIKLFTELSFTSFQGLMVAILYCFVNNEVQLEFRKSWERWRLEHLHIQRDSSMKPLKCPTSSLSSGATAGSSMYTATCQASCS
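Luminescence readout: a drop in cAMP-driven luciferase signal flags inverse agonism at a constitutively active GLP-1R stably expressed in HEK293. Compound exposure lasted 24 hr at 37 deg C, 5% CO2.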
DRD3 antagonist: qHTS of D3 Dopamine Receptor Antagonist: qHTS; D(3) dopamine receptor (Homo sapiens), P35462; D3R cells, DiscoveRx beta-arrestin luminescence, antagonist mode; active compounds read low; max response, negative = inhibition, %; hit rate 2.5% among 360,000; AID 652054, 2013; in the data active = max response below about -50%; inconclusive = no clear call, values can overlap the other calls; note: % is set by controls: 0 for no effect and ±100 for the full control effect; mostly tested at two doses, the higher about 12 µM
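Cells expressing the human receptor were seeded at 1500 cells/well, incubated overnight at 37 degrees C in 5% CO2, then exposed to library compounds with dopamine controls for 90 minutes at 37 degrees C before luminescent detection.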
TDP43 rescue: qHTS of TDP-43 Inhibitors; TDP-43 expressing yeast growth rescue, BacTiter-Glo, 24 h; Potency, µM (top dose mostly 46.1 µM), for the others: at the top dose growth rescue (activation), most hits filed as activators; hit rate 1.8% among 410,000; AID 652104, 2013; note: potency is the fitted concentration of half-maximal effect; % of control where 0% means no effect; nearly all actives have a fitted effect of over 50% in size
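Yeast cells expressing TDP-43 under galactose induction are exposed to compounds for 24 hr at 30 deg C. BacTiter-Glo luminescence measures growth, so protective compounds score as activators.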
PTHR1 agonist: qHTS for PTHR1 Agonists: Primary Screen | Parathyroid hormone/parathyroid hormone-related peptide receptor (Homo sapiens), Q03431 | HEK293 GP2 PTHR1 cells, GloSensor cAMP luminescence, 1 h | Potency, µM (highest dose often 115 µM), inactives show at the top dose activation, most hits filed as activators | hit rate 0.075% among 410,000 | AID 743266, 2014; note: potency is the fitted concentration of half-maximal effect; nearly all actives have a fitted effect of over 55% in size; some results filed as inactive show a strong effect at the top dose; inactives centre near -15; many of its hits are not listed in these tables
Target sequence (Q03431 whole entry, looked up): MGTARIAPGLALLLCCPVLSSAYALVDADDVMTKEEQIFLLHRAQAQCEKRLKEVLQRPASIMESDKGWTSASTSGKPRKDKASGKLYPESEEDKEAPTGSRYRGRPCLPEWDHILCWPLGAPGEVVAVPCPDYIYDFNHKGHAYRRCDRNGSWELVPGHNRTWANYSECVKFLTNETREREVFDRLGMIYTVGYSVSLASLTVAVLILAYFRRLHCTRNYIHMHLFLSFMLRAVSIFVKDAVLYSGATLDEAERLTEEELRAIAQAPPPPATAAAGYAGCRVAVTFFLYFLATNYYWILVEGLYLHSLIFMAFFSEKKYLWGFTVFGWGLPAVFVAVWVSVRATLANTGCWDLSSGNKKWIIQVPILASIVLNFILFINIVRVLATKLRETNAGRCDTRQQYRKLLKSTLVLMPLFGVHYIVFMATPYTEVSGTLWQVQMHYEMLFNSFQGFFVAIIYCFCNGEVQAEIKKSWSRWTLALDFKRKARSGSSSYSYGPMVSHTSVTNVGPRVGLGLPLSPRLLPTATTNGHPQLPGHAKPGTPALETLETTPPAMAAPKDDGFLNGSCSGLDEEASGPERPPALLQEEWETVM
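HEK-293-derived GP2 cells expressing PTHR1 and a GloSensor cAMP reporter, 3,000/well, plated overnight, given luciferin plus IBMX (each 0.5 mM as added) for 1 h at 37 °C, then compound for 1 h at 37 °C. Luminescence was read after 15 min at room temperature.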
aSyn rescue: qHTS of alpha-syn Inhibitors. hit rate 0.14% among 370,000. Yeast expressing alpha-synuclein, growth rescue, BacTiter-Glo, 24 h. Potency, µM (highest dose often 46.1 µM), without a hit: top-dose growth rescue (activation), hits mostly activators; note: potency is the fitted concentration of half-maximal effect; % of control where 0% means no effect; nearly all actives have a fitted effect of over 65% in size
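Screening used galactose-induced yeast with toxic alpha-synuclein levels, exposed to compound for 24 hr at 30 deg C. Cell growth, read with BacTiter-Glo luminescence, gave the measured signal.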
Abeta rescue: qHTS for compounds that reverse cellular toxicity of Amyloid beta (A-beta) peptide in yeast: Primary Screen | yeast expressing A-beta42, growth rescue, OD600, 48 h; response scale: 0% DMSO, 100% iron-clioquinol control | Potency, µM (titrated, usually from 46.1 µM), inactives show at the highest dose growth rescue, usual class: activators | hit rate 0.063% among 410,000 | AID 1347071, 2019; note: potency is the fitted concentration of half-maximal effect; nearly all actives have a fitted effect of over 55% in size
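Yeast growth medium received pinned compounds, then yeast cells expressing toxic A-beta were added; plates incubated at 30 C for 48 hr. Growth read as absorbance at 600 nm, normalized to DMSO and equimolar FeCl3 plus clioquinol controls.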
FUS suppressor: qHTS for Suppressors of FUS Proteinopathy: Primary screen using FUS-linked yeast assay; S. cerevisiae FUS-expressing, growth rescue, OD600, 24 h; Potency, µM (titrated, usually from 76.6 µM), for inactives: at the highest dose growth rescue (activation), usual class: activators; hit rate 0.24% among 390,000;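 note: potency is the fitted concentration of half-maximal effect; plate controls were DMSO vehicle for no effect and reference control for full effect; nearly all actives have a fitted effect of over 55% in size; some results filed as inactive show a strong effect at the top dose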
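Yeast FUS proteinopathy model; galactose-induced FUS (2%), starting OD 0.005. Cpds in dilution series, 24hr, 30C, 99% humidity. Abs 600 nm growth. Pos ctrl CP55940 (top 92uM final); neg ctrl DMSO.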
GLP-1R agonist: qHTS of GLP-1 Receptor Agonists | Glucagon-like peptide 1 receptor (Homo sapiens), P43220 | Potency, µM (top dose mostly 45.6 µM), inactives show at the top dose activation, usual class: activators | hit rate 0.007% among 380,000 | HEK293 GLP-1R CRE-luciferase, luminescence, 4-6 h; cells express a hypersensitive GLP-1R form; note: potency is the fitted concentration of half-maximal effect; % of control where 0% means no effect
pAkt inh: HTS Assay for Inhibitors of Akt Phophorylation: Primary Screen; hit rate 0.32% among 360,000; Neuro2A IGF-stimulated pAkt S473 HTRF, 20 min; active compounds read low; AID 651550, 2012; activity change, % for hits at 50 µM; in the data active = activity change below about -80%; inconclusive = mostly about -51% to -80%; note: % is set by controls: 0 for no effect and ±100 for the full control effect
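Single-point screen (50 µM final compound) in Neuro2A cells stimulated 20 min with 6 nM IGF at 37 deg C. After lysis, Ser473-phosphorylated Akt read by HTRF (ex 330 nm, em 615/665 nm) as the 665/615 ratio.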
An asterisk follows results filed as active; i = inactive; ? = inconclusive; / = no result given; & = joins results of further samples; [ ] = remark or other dose. Unless noted, calls come from the whole dose curve; as a rule, active = well fitted curve in the direction sought with a large enough effect; inconclusive = small, poorly fitted or top-dose-only effect, or another doubt; inactive = no such curve, though single readings can be large; an effect the other way counts as inactive or inconclusive.

item	canonical_smiles	GLP-1R inv ag	DRD3 antagonist	TDP43 rescue	PTHR1 agonist	aSyn rescue	Abeta rescue	FUS suppressor	GLP-1R agonist	pAkt inh
1	CCOC(=O)C1CN(S(=O)(=O)c2cc(OC)ccc2OC)C1	-17%	11	3%	i	0%	-4%	-9%	3%	i
2	CN(CC(=O)Nc1ccc(Cl)c(C(F)(F)F)c1)C(=O)/C=C/c1ccco1	?	2	29%	-22%	-4%	26%	/	-3%	i
3	CC(=O)Nc1cccc(-c2ccnc3c2CC(C)(C(=O)NCC2CC2)O3)c1 (stereo unspecified)	?	15	10%	i	-7%	3%	-14%	7%	i
4	Cc1ccccc1NC(=O)CC1SC(=NC2CCCCC2)NC1=O (stereo unspecified)	10%	20	3%	i	6%	21%	4%	17%	i
5	O=C1CCCC(=O)N1CCCCCCN1C(=O)CCCC1=O	4%	23	15%	-11%	1%	-9%	26%	-4%	i
6	O=C1/C(=C\c2ccc(O)cc2)CCC1CNc1ccc(Cl)cc1 (stereo unspecified)	2%	?	?	-22%	1%	-83%[inhibitor]	/	-9%	i
7	O=C(O)C1CCCCC1C(=O)Nc1cnn(Cc2ccccc2)c1 (stereo unspecified)	4%	24	6%	27%[57.5 µM]	0%	0%	8%	-12%	i
8	Cc1cccc(NC(=O)CN(C)S(=O)(=O)c2ccc(Br)cc2)n1	1%	-20	-4%	i	7%	12%	?	14%	i
9	O=C1C(=C2CCCCC2)SC(=S)N1Cc1ccco1	?	0	0%	-6%	-6%	6%	/	-1%	i
10	COc1ccccc1NC(=O)C(C)OC(=O)CCC1CCCCC1 (stereo unspecified)	-26%	-4	9%	-17%	-19%	10%	27%	8%	i
11	Cc1nc2ccc(NC(=O)c3ccc([N+](=O)[O-])cc3)cc2s1	3%	1	14%	-15%	-1%	27%	/	3%	i
12	NC(=O)NC[C@@H]1CC[C@@H](Cc2ccc(-c3ccccc3)cc2)O1	3%	16	18%	-23%	1%	-13%	13%	-3%	i
13	CCOC(=O)/C=c1/s/c(=C/c2ccc3cc(OC)ccc3c2)c(=O)n1CC(=O)NCc1ccc2c(c1)OCO2	21%	5	2%	i	9%	8%	13%	4%	i
14	Cc1ccc(Nc2nc(NCCO)nc(N3CCCC3)n2)cc1	/	/	/	-4%	/	-11%	-14%	22%	/
15	Cc1cccc(C(=O)Nc2ccccc2NC(=O)c2cccc(C)c2)c1	?	-15	?	-13%	-31%[inhibitor]	-3%	3%	24%	i
16	CCOC(=O)N1CCN(C(=O)COc2ccccc2OC)CC1	0%	13	-8%	i	-11%	4%	-15%	8%	i
17	Cc1cc(C)cc(Cn2c(C)c(C(=O)N(C)Cc3ccc(F)cc3)sc2=O)c1	?	-16	32µM*	-44%[inhibitor]	10%	-31%	36%	-3%	i
18	O=S(=O)(NCc1cccnc1)c1cccs1	1%	3	-10%	?	-9%	17%	-10%	-4%	i
19	COC(=O)c1ccc(-c2ccco2)n1Cc1cccc(C)c1	?	?	0%	-17%	0%	-3%	16%	-8%	i
20	Cc1ccc(-c2cnc3c(c2)C(=O)N([C@H](C)CO)C[C@@H](C)[C@@H](CN(C)C(=O)Cc2ccccc2)O3)cc1	-2%	-7	0%	-3%	?	-5%	28%	3%	i
21	CCOC(=O)c1[nH]c(C)c(C(=O)NC(C)(C)C)c1C	18%	0	-5%	i	2%	14%	-28%	-7%	/
22	CCCCn1c(N)c(N(CCOC)C(=O)CSc2n[nH]c(-c3ccc(OC)cc3)n2)c(=O)[nH]c1=O	-6%	-5	0%	7%	2%	-5%	12%	-1%	i
23	Cc1ccc(NC(=O)c2cnc(N3CCCC3)nc2C)cc1F	-17%	/	?	-9%	/	-16%	6%	/	/
24	CCN(C(=O)CN1CCC(C)CC1)c1c(N)n(Cc2ccccc2)c(=O)[nH]c1=O	12%	4	7%	-11%	1%	9%	1%	-4%	i
25	N#Cc1c(/N=C/c2ccccc2)oc(-c2ccccc2)c1-c1ccccc1	-4%	-2	-5%	-9%[57.5 µM]	-6%	3%	-2%	5%	i
26	CCCOc1ccc2c(C)c(CC(=O)OC)c(=O)oc2c1	3%	-3	15%	-15%	-19%	7%	-19%	6%	i
27	CN(C)/C=C(/C#N)C(=O)c1cccc(Oc2ccc(C(C)(C)C)cc2)c1	-36%	10	-12%	-21%[57.5 µM]	27%	-6%	24%	0%	i
28	CCC(=O)Nc1nnc(S(=O)(=O)N(C)Cc2ccc(Cl)cc2)s1	3%	/	?	-1%	/	4%	-4%	/	/
29	COc1cc2c(=O)n(Cc3ccccc3Cl)c(=O)n(CC(=O)Nc3ccc(C)c(C)c3)c2cc1OC	1%	/	13%	i	/	-12%	0%	0%	/
30	CCN(CC)c1ccc(/C=N/NC(=O)C(O)c2ccccc2)cc1 (stereo unspecified)	-1%	-1	21%	-15%	11%	0%	15%	1%	i

Reprinted from the part before: three entries, followed by the next part.
item	canonical_smiles	GLP-1R inv ag	DRD3 antagonist	TDP43 rescue	PTHR1 agonist	aSyn rescue	Abeta rescue	FUS suppressor	GLP-1R agonist	pAkt inh
28	CCC(=O)Nc1nnc(S(=O)(=O)N(C)Cc2ccc(Cl)cc2)s1	3%	/	?	-1%	/	4%	-4%	/	/
29	COc1cc2c(=O)n(Cc3ccccc3Cl)c(=O)n(CC(=O)Nc3ccc(C)c(C)c3)c2cc1OC	1%	/	13%	i	/	-12%	0%	0%	/
30	CCN(CC)c1ccc(/C=N/NC(=O)C(O)c2ccccc2)cc1 (stereo unspecified)	-1%	-1	21%	-15%	11%	0%	15%	1%	i
31	Nc1ccc(-c2cc3ccccc3c(=O)o2)cc1	9%	5	2%	-37%[inhibitor]	15%	7%	19%	12%	i
32	CCN(CC)CC(=O)c1c[nH]c2ccc(C)cc12	0%	0	-3%	i	5%	14%	23%	1%	i
33	COCCN(CCOC)Cc1c(O)ccc2c3c(c(=O)oc12)CCC3	0%	-9	17%	-27%	1%	15%	21%	9%	i
34	Cc1onc(-c2ccccc2)c1C(=O)NC1CCC(C)CC1 (stereo unspecified)	?	8	?	i	-3%	-2%	-1%	5%	i
35	Cc1cccc(N/N=C2/COC(C)(C)CC2=O)c1	?	1	23%	-31%[inhibitor]	15%	3%	-2%	9%	i
36	N#CC1C(=O)NC(N2CCN(c3ccccc3)CC2)=NC12CCCCC2 (stereo unspecified)	-1%	12	9%	i	0%	-11%	15%	-4%	i
37	Cc1cccc(NC(=O)NC2CCCCCCC2)c1	?	-4	17%	-10%	-2%	15%	-4%	11%	i
38	COCCCNc1c2c3c(cccc3[nH]c1=O)C(=O)c1ccccc1-2	?	27	-7%	-37%[inhibitor]	0%	-4%	?	20%	i
39	NC(=O)c1ccccc1NC(=S)NC(=O)c1ccc(Br)o1	9%	-23	12%	i	-4%	3%	1%	-1%	i
40	CN(C)c1ccc(C(C(=O)NCC2CCCO2)N(Cc2ccccc2)C(=O)c2snc(C(N)=O)c2N)cc1 (stereo unspecified)	-21%	47	10%	-13%	-2%	-7%	1%	9%	i
41	Cc1ccc(C)c(Cn2c(-c3cccs3)nc3ccccc32)c1	?	/	20µM*	-12%	/	-27%	3%	/	/
42	CC(c1ccc2ccccc2c1)c1ccccc1C(=O)O (stereo unspecified)	-19%	-15	5.6µM*	i	-11%	-41%[inhibitor]	-9%	-3%	i
43	CCN(CC)c1ccc(C(=C2C=CC(=[N+](CC)CC)C=C2)c2ccc(S(=O)(=O)O)cc2S(=O)(=O)[O-])cc1	?	-8	-61%[inhibitor]	-17%	-57%[inhibitor]	-74%[inhibitor]	32µM*	-1%	i
44	CCN1C(=O)c2ccccc2Sc2ccc(C(=O)NCCCN(CC(C)C)CC(C)C)cc21	?	17	-11%&-5%	-18%&15%	2%	-10%&-11%	11%&29%	0%	i
45	CCN1Cc2c(/C=C/c3ccccc3)nc3ccc(OC)cc3c2N(c2cccc(Cl)c2)C1	?	-24	?	-67%[inhibitor]	7%	-23%	21%	9%	i
46	Cc1ccc2nc(-c3ccc(NC(=O)Cc4cccs4)cc3)[nH]c2c1	-28%	-20	-3%	-31%[57.5 µM]	-24%	-27%	15%	5%	i
47	CCCNS(=O)(=O)c1ccc(CCC(=O)NCC2CCCO2)cc1 (stereo unspecified)	1%	-1	10%	-23%	7%	7%	-7%	2%	i
48	CN(CCC#N)C(=O)c1cc2c(Cl)nc3ccccc3c2s1	41%[activator]	-18	-13%	-4%	-1%	-13%	8%	9%	i
49	Cc1ccc(C)c2c1c1ccccc1n2C	5%	6	21%	i	5%	14%	-17%	11%	i
50	Cc1cc(C)c(NC(=O)Cn2cnc3c(oc4ccccc43)c2=O)c(C)c1	-22%[7.66 µM]	-3	-12%	-4%	5%	-10%&1%	31%&-8%	-5%	i
51	O=C(Cc1nc2ccccc2[nH]1)c1cccc([N+](=O)[O-])c1	?	4	18%	0%	-15%	-4%	22%	-3%	i
52	COc1cc(CNC2CCCCC2OC)cc(OC)c1 (stereo unspecified)	9%	-13	-16%	-23%	-23%	-10%	-17%	-4%	i
53	CCOc1cc(/C=C2/N=C(C)C(C(=O)OC)=C2O)ccc1O	-9%	0	17%	-21%	1%	-1%	-24%	-4%	i
54	CCC(C)[C@H]1COCCS(=O)(=O)N1Cc1ccc(Cl)cc1Cl (stereo partly specified)	-5%	-12	0%	-20%	16%	-3%	29%	13%	i

Source: PubChem BioAssay (National Center for Advancing Translational Sciences (NCATS))

The list is partial (hit frequency here may not be typical).
